High-throughput results: PubChem BioAssay, several laboratories
CAL PDZ FP-1: blocks peptide binding to human CAL PDZ domain; AID 504414; inhibition, % at 20 µM; hit rate 0.02% among 330,000; purified CAL PDZ, TMR-peptide fluorescence polarization, 1 h; Q9HD26;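 active means highest replicate inhibition of at least 40%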;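 further: plate controls were DMSO neutral control wells for no effect and unlabeled competitor peptide control wells for full effect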
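Test system: tagged CAL PDZ domain / Buffer or medium: sodium phosphate/NaCl buffer pH 7.4 with TCEP, IgG, Thesit / Reagent: TMR-labelled reporter peptide T*-PRC34 bound in PDZ groove / Compound dosing: single point, 20 µM / Schedule: 1 h incubation at room temperature before polarization reading / Technique: fluorescence polarization (mP) / Benchmarks: unlabelled peptide, DMSO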
phage Ecoli inh: E. coli growth loss with phage present; inhibition, % at 11.9 µM; hit rate 0.26% among 360,000; growth absorbance; in the data active means inhibition above about 11%
SR-BI DiI inh: blocks mouse SR-BI lipid uptake from DiI-HDL; AID 488896; hit rate 0.96% among 320,000; Q61009; inhibition, % at 12.5 µM; ldlA[mSR-BI] CHO cells, DiI-HDL uptake fluorescence, 3 h;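 active means mean replicate inhibition of at least 70% and a set share of replicates each scoring 70 or more; inconclusive means meets just one of the two criteria; inactive means fails both criteria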;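 further: 0% = median of neutral control wells and 100% = median of positive control wells; values of inactives mirror those of a sister screen read the other way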
Target sequence (Q61009 whole entry, looked up): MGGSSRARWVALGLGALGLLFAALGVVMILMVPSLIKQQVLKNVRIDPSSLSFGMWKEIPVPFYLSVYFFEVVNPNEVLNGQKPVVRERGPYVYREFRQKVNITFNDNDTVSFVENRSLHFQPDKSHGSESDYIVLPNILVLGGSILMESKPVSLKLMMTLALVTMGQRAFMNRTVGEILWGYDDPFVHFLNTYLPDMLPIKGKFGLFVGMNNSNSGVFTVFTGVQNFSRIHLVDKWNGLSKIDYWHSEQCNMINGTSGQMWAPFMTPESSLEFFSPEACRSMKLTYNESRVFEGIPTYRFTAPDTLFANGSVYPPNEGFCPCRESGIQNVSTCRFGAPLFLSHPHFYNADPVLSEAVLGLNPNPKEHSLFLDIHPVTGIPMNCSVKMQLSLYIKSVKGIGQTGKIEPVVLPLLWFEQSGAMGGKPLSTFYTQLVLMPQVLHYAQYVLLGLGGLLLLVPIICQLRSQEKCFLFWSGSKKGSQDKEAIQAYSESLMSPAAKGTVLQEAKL
MITF TRPM1 HTS: MITF TRPM1 promoter activation in melanoma cells. SK-MEL-5 TRPM1-promoter luciferase, 24 h; % of positive control, neutral wells = 0. activation, % at 12.5 µM. hit rate 0.75% among 300,000;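 active means mean activation of at least 80% with every replicate also reaching 80%; inconclusive means mean reaches 80% but some replicate falls short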;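 further: 0% = neutral control wells and 100% = parthenolide positive control wells; values of inactives mirror those of a sister screen read the other way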
CAL PDZ FP-2: inhibitors of human CAL PDZ peptide binding | purified CAL PDZ, TMR-peptide fluorescence polarization, 1 h | inhibition, % at 24.9 µM | hit rate 0.92% among 300,000 | AID 602252;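 active means mean inhibition of at least 30% with at least half of replicates also reaching 30%; inconclusive means no clear call, values can overlap the other calls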;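 further: 0% = DMSO neutral control and 100% = excess unlabeled competitor peptide PRC23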
Tat transport: E. coli Tat transport inhibition; E. coli MC4100 TorA-mCherry Tat export, fluorescence; inhibition, % at 10 µM; hit rate 0.036% among 340,000;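 active means mean replicate inhibition at least 50% and at least half of replicates individually reaching 50%; inconclusive means only one of the two criteria met; inactive means neither criterion met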;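 further: exported cargo escapes ClpAP degradation while cytoplasmic cargo is degraded and loses fluorescence; 0% = median of neutral control wells and 100% = median of NaSCN control wells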
AddAB inh: less growth of phage-infected E. coli with AddAB. E. coli expressing H. pylori AddAB, absorbance growth. inhibition, % at 11.9 µM. hit rate 0.29% among 330,000; in the data active means inhibition above about 12%;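 further: 0% = vehicle wells of infected cells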
SR-BI uptake up: enhances SR-BI lipid uptake from DiI-HDL; CHO ldlA[mSR-BI] cells, DiI-HDL uptake fluorescence, 3 h; 100 = double the neutral-control signal; activation, % at 12.5 µM; hit rate 0.096% among 320,000; AID 504775;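 active means mean replicate activation of at least 60% and every replicate at or above 60%; inconclusive means mean or all-replicate condition met, but not both; inactive means mean below 60% and not all replicates reaching 60%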;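 further: 0% = median plate neutral-control signal and 100% = twice that signal; values of inactives mirror those of a sister screen read the other way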
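System: CHO ldlA[mSR-BI] cells / Medium: HEPES-buffered (25 mM, pH 7.4) F12 plus 0.5% BSA / Probe or stimulus: labelled HDL, 10 µg/mL / Doses: single compound concentration, delivered by pin transfer / Schedule: 3 h, 37 °C / Measured by: DiI fluorescence, bottom read / Measure: cell-associated DiI fluorescence as measure of HDL uptake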
Wnt bcat act: activators of Wnt/beta-catenin signaling. hit rate 1.2% among 300,000. Wnt/beta-catenin reporter cell assay, activator, plate reader. AID 743398. activation, % at 9.35 µM; in the data active means activation above about 30%, passing the limit was not always enough; inconclusive means no clear call, values can overlap the other calls;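 further: 0% = neutral control wells and 100% = positive control wells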
E coli growth: bacterial growth inhibition, counter-screen for AddAB inhibitors | E. coli V3065 growth, OD600 absorbance, 18 h | inhibition, % at 11.9 µM | hit rate 0.27% among 330,000 | AID 449728;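 active means inhibition above the campaign's mean inhibition across all tested compounds plus 3 SD, cut at about 9.9% in these data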;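 further: uninfected addAB+ strain grown without phage in ampicillin broth; 0% = DMSO wells and 100% = ciprofloxacin 0.95 µg/ml wells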
* hit, by the source's call; i = inactive; u = inconclusive; x = no result given.

Under each structure – CAL PDZ FP-2	SR-BI uptake up	phage Ecoli inh	Wnt bcat act	CAL PDZ FP-1	Tat transport	SR-BI DiI inh	E coli growth	MITF TRPM1 HTS	AddAB inh
- C=CCOc1cccc(CNn2cn[nH]c2=S)c1
    -2	18	2.7	0	-1.8	0	-18	-0.5	1	0.3
- CCCCCCCNc1nc(Cl)nc(NCCO)n1
    1	6	4.6	-1	-0.5	-5	-6	-2.9	-5	5.4
- CCN1CC2CCCC3(C1)C(=O)NC1(CCCCC1)N=C23 (centres undefined)
    2	46	4.8	-6	-0.3	4	-46	0.6	-5	3.1
- COCCCNC(=S)N1CCN(c2ccc([N+](=O)[O-])cc2)CC1
    -7	-8	4.7	x	0.0	-7	8	-2.3	-13	0.4
- C=CCN(C(=O)CNC(=O)c1ccco1)C(C(=O)NC1CCCCC1)c1ccc(F)cc1 (centres undefined)
    1	-12	1.3	-1	-0.9	-8	12	-0.8	-5	-0.3
- COc1ccc(/C(C)=N/N=C(N)N)c(O)c1
    -3	x	-0.1	-3	-3.8	8	x	-1.7	4	1.8
- C=CCNC(=O)CCCOc1cc(C)ccc1C
    x	2	x	-3	-1.8	5	-2	-1.8	-6	0.1
- COC(=O)c1ccc(OCCCCN2CC(C)OC(C)C2)cc1 (centres undefined)
    4	-1	4.9	-1	-1.8	-6	2	-0.4	4	1.1
- O=C(Nc1nnc(-c2cccnc2)o1)c1ccccc1Cl
    -2	3	3.7	-2	-1.3	5	-3	-1.3	-5	-1.9
- CC(C)(O)c1nnn(-c2ccccc2)c1C(F)(F)F
    -2	10	0.8	x	-1.1	-1	-10	-1.5	x	-1.6
- C=CCn1c(=NC(=O)c2cc(-c3cccs3)nc3ccccc23)sc2cc(S(N)(=O)=O)ccc21
    -1	1	4.2	-7	-3.3	-3	-1	-1.4	3	-0.3
- FC(F)(F)c1ccc2c(c1)nc1n2CCCC1
    -2	-6	1.6	2	-2.9	-3	6	0.2	19	-0.3
- COc1ccc(CN2CCN(C(=O)CCC(=O)Nc3nnc(CC(C)C)s3)CC2)cc1F
    0	x	-3.0	-2	-1.7	12	i	-0.5	-12	5.0
- O=C(COC(=O)c1ccccn1)NCc1cccc(Cl)c1
    -2	10	3.3	2	-2.1	1	-10	x	-2	x
- O=C(Cc1ccc(Cl)cc1)OCc1nnc(-c2ccccc2)o1
    -2	13	5.0	1	-3.4	0	-13	-0.1	1	1.3

Part of the list above in order of length of the SMILES, lowest first:
Under each structure – CAL PDZ FP-2	SR-BI uptake up	phage Ecoli inh	Wnt bcat act	CAL PDZ FP-1	Tat transport	SR-BI DiI inh	E coli growth	MITF TRPM1 HTS	AddAB inh
- C=CCNC(=O)CCCOc1cc(C)ccc1C
    x	2	x	-3	-1.8	5	-2	-1.8	-6	0.1
- O=C(COC(=O)c1ccccn1)NCc1cccc(Cl)c1
    -2	10	3.3	2	-2.1	1	-10	x	-2	x
- COC(=O)c1ccc(OCCCCN2CC(C)OC(C)C2)cc1 (centres undefined)
    4	-1	4.9	-1	-1.8	-6	2	-0.4	4	1.1

(next part)
Under each structure – CAL PDZ FP-2	SR-BI uptake up	phage Ecoli inh	Wnt bcat act	CAL PDZ FP-1	Tat transport	SR-BI DiI inh	E coli growth	MITF TRPM1 HTS	AddAB inh
- CCC(Sc1nc2ccccc2[nH]1)C(=O)Nc1cc(C)on1 (centres undefined)
    -4	-7	3.6	x	-1.7	-6	7	2.4	-7	0.2
- COc1ccc(NS(=O)(=O)c2ccc(N3CCOCC3)c(NC(=O)c3cccc(F)c3)c2)cc1
    -4	-44	0.6	x	-3.0	-2	44	-1.7	-3	4.5
- CCCc1cc(C(=O)Nc2ccc(F)cc2F)no1
    -2	2	2.7	18	-0.5	-6	-2	0.5	x	-4.3
- CC(C)(C)c1ccc(C2(C)NC(=O)N(CC(=O)NCc3cccs3)C2=O)cc1 (centres undefined)
    -2	20	1.8	-1	-2.8	-1	-20	1.3	9	3.5
- COc1ccc([N+](=O)[O-])cc1NC(=O)C(C)OC(=O)c1cccnc1Cl (centres undefined)
    -3	-10	3.1	-4	x	1	10	-0.5	3	3.6
- COc1ccc(C(=O)NCCS(=O)(=O)N(C)Cc2ccccc2)cc1
    -8	40	3.5	1	-2.5	0	-40	-0.3	-2	-0.4
- COc1cccc(CNC(=O)CC(NC(C)=O)c2ccccc2)c1 (centres undefined)
    x	25	4.2	-1	-1.3	15	-25	3.3	-15	4.3
- CN(C(=O)c1cccc(NC(=O)Cc2cccc(NC(=O)C3CCCN(C(=O)C4CC4)C3)c2)c1)C1CCC1 (centres undefined)
    -3	-32	3.2	1	0.2	-2	32	x	0	x
- O=C(Nc1ccc2c(c1)OCCO2)c1cc(-c2ccccc2)nc2ccccc12
    -5	-58	5.3	-5	-1.6	7	58	2.6	5	-1.2
- CC(=O)N1CCN(c2ccc(NCc3ccco3)cc2)CC1
    0	12	-0.5	4	1.4	-12	-12	-1.8	8	2.7
- CCOC(=O)C1(Cc2cccc(F)c2)CCN(C2CCOCC2)CC1
    -5	11	5.3	-3	-1.1	u	-11	0.5	-1	1.0
- Cc1ccc(S(=O)(=O)N(C)c2ccc(OC(C)C(=O)N3CCCC3)cc2)cc1C (centres undefined)
    6	-13	-1.1	-4	-0.3	1	13	-0.1	-7	-0.3
- Cc1cccc(C(=O)N[C@H](C(=O)NCCc2ccc(S(N)(=O)=O)cc2)C(C)C)c1
    3	x	1.8	4	-0.9	-2	x	0.1	0	3.0
- Cc1cc(NC(=O)c2ccc(NC(=O)C(C)C)cc2)no1
    2	-38	4.3	x	-0.4	3	38	2.2	37	2.9
- S=C1NC[C@H](CC2CCCCC2)N1CC1CCCCC1
    -2	-6	1.0	-3	-0.6	13	6	-0.8	-6	5.5

No new results follow: an excerpt of the list.
Under each structure – CAL PDZ FP-2	SR-BI uptake up	phage Ecoli inh	Wnt bcat act	CAL PDZ FP-1	Tat transport	SR-BI DiI inh	E coli growth	MITF TRPM1 HTS	AddAB inh
- Cc1cc(NC(=O)c2ccc(NC(=O)C(C)C)cc2)no1
    2	-38	4.3	x	-0.4	3	38	2.2	37	2.9
- S=C1NC[C@H](CC2CCCCC2)N1CC1CCCCC1
    -2	-6	1.0	-3	-0.6	13	6	-0.8	-6	5.5

Carrying on:
Under each structure – CAL PDZ FP-2	SR-BI uptake up	phage Ecoli inh	Wnt bcat act	CAL PDZ FP-1	Tat transport	SR-BI DiI inh	E coli growth	MITF TRPM1 HTS	AddAB inh
- COc1ccc(CN2C(=NC(=O)C3CCCCC3)SC3CS(=O)(=O)CC32)cc1 (centres undefined)
    x	3	1.9	-2	-0.7	3	-3	-1.8	-5	-1.6
- N/C(Cc1ccc([N+](=O)[O-])cc1)=N\OC(=O)C(c1ccccc1)c1ccccc1
    -4	0	-2.8	x	-0.8	6	0	-3.6	-6	1.8
- O=C(COc1ccc(-c2ccccc2)cc1)N/N=C/c1cccnc1
    -5	8	0.1	-1	-0.1	0	-8	2.4	5	1.5
- N#Cc1c(C(F)(F)F)cc(C2CC2)[nH]c1=O
    x	8	2.4	-4	-0.2	1	-8	0.6	5	1.4
- O=C(CCN1CCCCO1)N1CCCC(Nc2ccc(F)c(F)c2)C1 (centres undefined)
    3	-43	1.5	1	0.1	-9	43	-1.0	-5	-0.1
- COC(=O)C1=C(C)NC(=O)NC1c1ccco1 (centres undefined)
    -3	9	4.6	-5	-0.3	-3	-9	0.6	0	-2.5
- COc1cc(CC(=O)Nc2ccc3c(c2)CCC3)cc(OC)c1OC
    -1	5	5.7	x	-0.4	2	-5	0.4	-13	3.5
- CC1CCCN(C(=O)c2ccc(COc3ccccc3Br)cc2)C1 (centres undefined)
    40*	-9	0.1	x	-1.4	5	9	-0.6	12	3.0
- Cc1ccc(C(=O)Nc2cccc(C(=O)N3CCOCC3)c2)cc1Cl
    63*	-51	4.8	10	-1.6	7	51	3.9	19	3.4
- OCCOCCn1c(C(CO)Nc2nc(-c3ccc(F)cc3)cs2)nc2ccccc21 (centres undefined)
    7	6	2.6	-2	1.5	-1	-6	-0.3	2	-0.7
- CN(C)c1ccc(-c2nn3c(C4CCCCC4)nnc3s2)cc1
    x	-10	3.0	-1	0.2	1	10	2.4	-8	-0.2
- Cc1ccc(NC(=O)C2CCCN2S(=O)(=O)c2ccc3c(c2)n(C)c(=O)c(=O)n3C)cc1 (centres undefined)
    -1	-5	-1.4	18	-1.7	-4	5	-1.6	6	0.0
- COc1cccc(/C=C(/C(=O)OCC(N)=O)c2ccccc2)c1
    -1	9	5.1	-2	-4.2	6	-9	-0.9	3	-2.6
- NC(=O)c1ccc(N=Cc2c(O)ccc3ccccc23)cc1
    x	27	-0.2	3	0.4	9	-27	0.0	x	-0.1
- CCc1nc(N)nc(N)c1-c1ccc(N(C)Cc2ccccc2)c([N+](=O)[O-])c1
    -5	23	1.2	-7	-0.3	-2	-23	x	x	x

Next section
Under each structure – CAL PDZ FP-2	SR-BI uptake up	phage Ecoli inh	Wnt bcat act	CAL PDZ FP-1	Tat transport	SR-BI DiI inh	E coli growth	MITF TRPM1 HTS	AddAB inh
- COc1ccc2nc(NCCNC(=S)NCCCN3CCOCC3)c(C#N)cc2c1
    x	-42	0.5	0	0.5	1	42	0.3	x	-1.7
- O=C(Nc1cccn(Cc2ccc(F)cc2)c1=O)NC1CCCCC1
    -2	9	2.5	-8	-2.4	-2	-9	0.7	x	1.0
- Cc1ccc(/C=N/NC(=O)CSc2nc3ccccc3n2C)s1
    -6	-27	2.0	x	-2.0	0	27	-1.2	x	3.5
- O=C(O)c1n[nH]c2c1CCCCC2
    5	15	-0.2	x	0.3	7	-15	-2.9	x	-0.3
